hgDAF-12 ag: activates the H. glycines DAF-12 receptor ligand-binding domain | HEK293 GAL4-hgDAF12 UAS-luciferase reporter, agonist luminescence; normalized to butyrate control | activation, % at 6.8 µM | 370,000 compounds, 1.8% hits | AID 687014;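 active = activation above a cutoff set at the mean of all screened compounds plus 3 SD, cut at about 10% in these data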;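 also: 0% = DMSO wells and 100% = sodium butyrate wells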
ADAM10 inh: ADAM10 inhibition, QFRET primary screen; O14672; recombinant ADAM10, EDANS/DABCYL FRET peptide cleavage, 3 h; inhibition, % at 7 µM; 370,000 compounds, 0.62% hits; AID 720582;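 active = inhibition above a per-campaign cutoff equal to the mean of compounds falling between control-based bounds plus 3 SD, cut at about 20% in these data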;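 also: 0% = DMSO wells while the 100% control is not disclosed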
Target sequence (O14672 214-748 limits assumed): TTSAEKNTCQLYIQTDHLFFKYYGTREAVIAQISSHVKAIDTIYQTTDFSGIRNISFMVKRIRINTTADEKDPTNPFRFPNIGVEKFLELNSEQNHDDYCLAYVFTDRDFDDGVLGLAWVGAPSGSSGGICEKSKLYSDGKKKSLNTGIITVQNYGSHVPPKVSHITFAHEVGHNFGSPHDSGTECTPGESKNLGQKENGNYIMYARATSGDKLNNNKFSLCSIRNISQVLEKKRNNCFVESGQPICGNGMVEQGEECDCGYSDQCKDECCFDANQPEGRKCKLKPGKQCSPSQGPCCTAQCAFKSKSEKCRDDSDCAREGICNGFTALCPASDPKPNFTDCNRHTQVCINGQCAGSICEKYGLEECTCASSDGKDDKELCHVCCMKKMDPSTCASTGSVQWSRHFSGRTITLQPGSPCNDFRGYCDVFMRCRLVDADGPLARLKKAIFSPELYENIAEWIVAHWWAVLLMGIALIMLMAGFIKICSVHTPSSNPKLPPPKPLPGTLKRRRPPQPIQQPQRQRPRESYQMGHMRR
hcDAF12 agonist: activators of H. contortus DAF-12 nuclear receptor; HEK293 hcDAF-12 lit1-tk-luc reporter, luminescence; 0% DMSO, 100% Δ7-dafachronic acid; activation, % at 6.8 µM; 370,000 compounds, 1.4% hits; AID 652067;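 active = activation above the mean of all tested compounds plus 3 SD, cut at about 5.5% in these data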;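 also: 100% = response to 3 µM Δ7-dafachronic acid high control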
NPR2 activator: GC-B (human) receptor activation | P20594 | HEK293-GC-B cells, CNP EC30, cGMP TR-FRET; 0% at EC30 CNP, 100% saturating CNP | activation, % at 10 µM | 370,000 compounds, 0.11% hits | AID 1920062;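 active = activation at 10 µM reaching about 35% in either raw or pattern-adjusted values, limit read from the data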
ssDAF-12 act: activators of S. stercoralis DAF-12 nuclear receptor | HEK293 ssDAF-12/GRIP1 lit1-tk-luc reporter, luminescence; % of 3 µM dafachronic acid response | activation, % at 6.8 µM | 370,000 compounds, 1% hits;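 active = activation above the mean over all tested compounds plus 3 SD, cut at about 0.9% in these data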;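 also: 0% = DMSO-only wells and 100% = 3 µM delta7-dafachronic acid wells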
DAX1 inh-1: DAX1 (NR0B1) inhibition, primary screen; HEK293T StAR-luciferase reporter, SF-1/DAX-1 repression relief; inhibition, % at 6.8 µM; 370,000 compounds, 1.1% hits; AID 652010;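 active = inhibition above the mean over all tested compounds plus 3 SD, cut at about 3.6% in these data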;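 also: 0% = DAX-1 cells with DMSO and 100% = cells lacking DAX-1 with DMSO; higher inhibition means more luminescence from relief of DAX-1 repression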
sPLA2-III inh: Inhibits HGIII-sPLA2 liposome hydrolysis, primary screen; Q9NZ20; QFRET BODIPY PC-A2 liposome hydrolysis, fluorescence; inhibition, % at 12.2 µM; 370,000 compounds, 0.56% hits;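 active = inhibition above mean plus 3 SD of compounds lying within the high and low control bounds, cut at about 19% in these data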;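 also: 0% = median of test compound wells and 100% = no enzyme DMSO wells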
Target sequence (Q9NZ20 whole entry, looked up): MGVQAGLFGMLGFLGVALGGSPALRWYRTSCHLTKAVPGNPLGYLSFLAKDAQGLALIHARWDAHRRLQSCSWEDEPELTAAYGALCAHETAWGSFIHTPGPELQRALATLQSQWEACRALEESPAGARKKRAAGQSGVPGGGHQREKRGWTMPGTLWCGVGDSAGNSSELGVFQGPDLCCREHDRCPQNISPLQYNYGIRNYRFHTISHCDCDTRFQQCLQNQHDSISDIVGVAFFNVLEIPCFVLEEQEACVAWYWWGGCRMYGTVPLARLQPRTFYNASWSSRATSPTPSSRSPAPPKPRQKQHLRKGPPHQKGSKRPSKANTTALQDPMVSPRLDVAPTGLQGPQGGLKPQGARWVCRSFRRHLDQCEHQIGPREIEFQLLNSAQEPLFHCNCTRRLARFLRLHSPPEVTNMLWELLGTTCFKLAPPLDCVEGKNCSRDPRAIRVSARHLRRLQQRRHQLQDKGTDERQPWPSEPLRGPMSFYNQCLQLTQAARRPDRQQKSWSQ
FXN GAA850 act: frataxin GAA850 promoter activation; HEK293 lucGAA850 FXN promoter luciferase reporter, 24 h; percent of 10 µM SAHA response; activation, % at 6 µM; 360,000 compounds, 0.56% hits; AID 540364;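 active = activation above the average of all compounds screened plus 3 SD, cutoff fixed separately per campaign, cut at about 7.5% in these data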;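 also: 0% = DMSO wells and 100% = 10 µM SAHA wells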
DAX1 inh-2: inhibits human nuclear receptor DAX1. P51843. HEK293 Gal4-DAX1 luciferase reporter, luminescence. inhibition, % at 6.75 µM. 340,000 compounds, 0.99% hits. AID 504766;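 active = inhibition above the mean over all tested compounds plus 3 SD, cut at about 4.2% in these data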;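 also: 0% = DAX1-transfected cells with DMSO and 100% = empty-vector control cells with DMSO; inhibition shows as a rise in luminescence from relieved DAX1 repression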
NPR1 activator: GC-A (human) enzyme activation. P16066. HEK293 GC-A cells, cGMP TR-FRET, EC30 ANP; 0% at EC30 ANP, 100% saturating ANP. activation, % at 10 µM. 370,000 compounds, 0.14% hits; in the data active = activation above about 40%
SMARCA2 act: activators of SMARCA2 function; 370,000 compounds, 1% hits; MG213 cells, MMTV-luciferase reporter, dexamethasone, overnight; activation, % at 9.1 µM; AID 652017; in the data active = activation above about 7.8%;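 also: 0% = vehicle wells and 100% = reference activator wells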
The depositor's hits bear a star; i = inactive; · = not tested or not shown. This is a random part of the collection; any-hit rate near 6.6%.

compound	hgDAF-12 ag	ADAM10 inh	hcDAF12 agonist	NPR2 activator	ssDAF-12 act	DAX1 inh-1	sPLA2-III inh	FXN GAA850 act	DAX1 inh-2	NPR1 activator	SMARCA2 act
CCc1cc2c(=O)n(-c3ccccc3)c(=S)[nH]c2s1	-1.0	2	2.8	-6	-0.7	-0.4	8	0.5	0.3	-2	-2
CN(c1cccc2cccnc12)S(=O)(=O)c1ccccc1	-2.1	0	-2.4	-1	-0.8	-0.1	1	0.5	-0.8	-2	-2
COc1ccc(-n2c(SCc3nnc(-c4ccccc4)o3)nnc2-c2ccccc2)cc1	0.7	-3	-1.7	-16	-0.8	-1.2	-10	-1.2	1.4	-28	-1
CC(C)(C)C1CCC(C(=O)NCC(c2cccs2)N2CCOCC2)CC1 (centres undefined)	-0.7	-3	-2.1	5	-0.4	0.0	-4	0.9	-0.9	4	-1
CN(C)c1c(F)cc(C(=O)NCc2ccccc2)cc1F	0.3	9	-1.0	4	-1.5	0.2	2	1.7	4.3*	2	-6
C[N+]12CCCCC1[C@@H](CO)CCC2 (some centres undefined)	0.9	-5	1.8	1	-0.5	-0.1	3	-1.7	2.9	1	-1
CCN(CC)C(=O)CSc1nnc([C@@H](NC(=O)OC(C)(C)C)C(C)C)o1	-0.3	0	-2.0	8	-1.3	0.0	-1	4.0	0.1	-2	-1
Cc1cc(C)c2c(=O)[nH]n(C3CC(C)N(C)CC3C)c2n1 (centres undefined)	-1.0	-7	-1.2	4	-1.7	-0.6	8	1.3	1.1	3	-3
COCCN(CC(=O)Nc1cccc(C)c1C)C(=O)Cc1ccsc1	-0.9	-12	-0.9	4	-1.3	-1.4	10	0.3	0.1	-2	-3
O=C(CCc1c[nH]c2ccccc12)N1CCN(S(=O)(=O)c2ccccc2)CC1	6.8	-3	-0.3	1	-0.5	-1.8	-46	1.8	-0.1	-2	1
CC(C)C[C@H]1CNC(=O)C(=O)N1C[C@@H]1CCCN1C[C@H](Cc1ccccc1)N1C[C@H](Cc2ccccc2)N(CC2CCCCC2)C(=O)C1=O	-3.9	0	0.9	-1	-1.1	-0.5	-9	·	·	2	-1
Cc1c(/C=N\NC(=O)c2cc3ccccc3o2)c2ccccc2n1C	2.9	-11	-1.6	-4	-1.9	-2.5	6	-6.6	-3.0	-7	-4
COc1ccc(N2CCN(CCNC(=O)c3c(C)cc(=O)oc3C)CC2)cc1	0.3	1	-1.0	4	-0.8	-0.8	2	-3.3	0.0	-1	-1
O=C(NCCN1CCCCCC1)C1CCCN1S(=O)(=O)c1cccc2nsnc12 (centres undefined)	-0.4	12	1.9	5	-1.4	-0.4	3	0.6	1.2	0	1
CCCOC(=O)c1ccc(-c2ccc(C=O)o2)cc1	10	-10	2.9	-3	-0.6	3.3	5	2.4	0.4	0	5
CCOC(=O)C1(C)CCN1C(=O)c1oc2ccccc2c1C (centres undefined)	-0.3	6	1.0	-1	-1.0	1.6	-8	0.0	·	-1	0
CC(CN1CCOCC1)OC(=O)c1cccs1 (centres undefined)	1.2	-4	0.3	3	-1.2	0.7	-1	0.7	0.6	1	-2
CC(=O)Nc1c(C(=O)N2CCOCC2)sc2nc3c(cc12)COC(C)(C)C3	-0.3	-12	-1.9	2	-1.2	0.7	6	2.1	-1.1	2	-3
Cc1ccc([C@@H]2CC=C(C(=O)O)[C@H](c3ccc(F)cc3)N2S(=O)(=O)c2ccc(C)cc2)cc1	-0.7	-2	-0.7	-3	-1.0	-0.3	-23	0.5	-0.1	-1	0
COC(=O)c1ccc(S(=O)(=O)NCc2ccc(OC)cc2)n1C	0.1	-6	-1.2	-2	-0.1	-0.3	0	0.4	0.6	7	-1

Gathered by group: those above containing an aryl thioether with sulfur outside any ring (2)
compound	hgDAF-12 ag	ADAM10 inh	hcDAF12 agonist	NPR2 activator	ssDAF-12 act	DAX1 inh-1	sPLA2-III inh	FXN GAA850 act	DAX1 inh-2	NPR1 activator	SMARCA2 act
COc1ccc(-n2c(SCc3nnc(-c4ccccc4)o3)nnc2-c2ccccc2)cc1	0.7	-3	-1.7	-16	-0.8	-1.2	-10	-1.2	1.4	-28	-1
CCN(CC)C(=O)CSc1nnc([C@@H](NC(=O)OC(C)(C)C)C(C)C)o1	-0.3	0	-2.0	8	-1.3	0.0	-1	4.0	0.1	-2	-1

The list goes on:
compound	hgDAF-12 ag	ADAM10 inh	hcDAF12 agonist	NPR2 activator	ssDAF-12 act	DAX1 inh-1	sPLA2-III inh	FXN GAA850 act	DAX1 inh-2	NPR1 activator	SMARCA2 act
CCc1nc2ccc(C(=O)NCCC(C)C)cn2c1N(C)Cc1nccs1	-1.9	-16	-2.8	0	-1.7	-2.0	9	0.1	·	-2	-5
COc1ccc(OC)c(NC(=O)C2C3CC4OC(=O)C2C4C3)c1 (centres undefined)	-0.6	3	-0.3	7	-1.4	-0.5	4	-0.8	1.2	4	0
Cc1cccc(C(=O)N[C@H](C(=O)NCc2cccs2)C(C)C)c1	-1.1	-10	-0.6	-3	0.5	0.1	0	-0.1	-0.2	-1	6
Cc1ccc(-n2ncc3c2CC(C)(C)CC3NC(=O)c2ccc[n+]([O-])c2)cc1 (centres undefined)	-1.9	-1	2.6	-1	-1.2	2.8	-5	2.1	-0.2	1	4
COc1cccc(NC(=O)c2c(F)cccc2F)c1	6.7	12	0.6	2	-0.8	1.2	-2	0.6	-0.6	2	6
COCCNc1nc(C)cc(-c2cc(C(=O)NC3CCCC3)on2)n1	1.0	-5	-1.6	0	-1.4	-0.1	-1	-0.3	1.4	0	2
COC(=O)NC1c2ccccc2Oc2ccc(C)cc21 (centres undefined)	-2.6	0	-0.9	-5	-1.2	0.4	0	0.6	-1.6	-9	-2
C=CCSc1nc2c(cnn2-c2ccc(C)c(C)c2)c(=O)[nH]1	-3.2	11	1.8	-6	-0.5	-0.6	6	0.4	1.9	2	-4
CN(Cc1c(C(=O)N2CCCCCCC2)nc2ccc(Cl)cn12)C1CCOC1 (centres undefined)	0.8	0	-1.8	-4	-1.1	-0.2	10	1.7	0.6	-4	-3
CCn1c(=O)c2cc(C(=O)N3CCN(C)CC3)sc2c2ccccc21	-3.4	i	-0.6	2	0.1	-0.1	11	0.9	-0.9	7	0
Cn1cnnc1SCC(=O)Nc1ccccc1	-0.5	-4	-0.3	4	-1.4	1.4	4	2.6	0.7	0	1
Cc1nnc(SCC(=O)c2ccc(Cl)cc2)s1	1.8	7	-0.5	-6	-1.6	0.5	-33	2.9	-0.4	4	1
COc1ccc(-c2ccc(CCC(=O)O)n2CC(=O)Nc2cccc(OC)c2)cc1	-3.1	-132	-2.0	-2	-1.1	0.5	-24	-0.2	-0.9	-2	-1
Cn1ccs/c1=N\C(=O)Nc1cccc(Cl)c1	16*	0	2.3	1	0.4	3.0	2	6.1	1.0	0	3
CCOC(=O)C(=NCCCN1CCOCC1)NNc1cccc(C(F)(F)F)c1	-4.5	-10	-0.5	-5	-1.3	0.0	2	-0.3	0.8	-1	-4
C=CCNCCCCOc1ccc(OCC)cc1	1.1	-1	2.8	-1	-0.5	0.9	3	0.7	3.1	-2	0
CCc1nc(SCC(=O)O)c2c3c(sc2n1)COC(C)(C)C3	0.5	1	-1.9	2	-1.2	-0.2	3	0.3	-0.9	1	3
CCNC(=O)CC1C(=O)N(c2ccc(F)cc2)C(=O)N1Cc1ccccn1 (centres undefined)	0.9	1	-1.0	0	-1.1	-0.8	-3	-0.1	-0.5	9	2
Cc1cc(NC(=O)COC(=O)C(Cc2ccccc2)NC(=O)c2ccco2)no1 (centres undefined)	1.7	0	-2.1	8	-0.4	-0.4	6	1.5	1.8	0	0
Oc1ccc(/C=N/Nc2cccc(Cl)n2)c(O)c1	14*	0	10*	15	2.2*	1.5	-45	5.3	6.3*	15	7
Oc1cccnc1Sc1cccc(C(F)(F)F)c1	-3.6	-7	-1.8	0	-0.8	-0.2	-3	0.7	1.0	4	-4
CC(C)(C)OC(=O)C[C@H]1C/C=C\C[C@@H](CC(=O)N[C@@H](CO)Cc2ccccc2)C(=O)N2CCC[C@H]2COC1=O	0.2	7	-1.2	1	-1.1	0.1	-1	1.3	1.0	2	2
O=C(O)CCc1ccc(-c2ccccc2)o1	1.0	-3	-0.1	-2	-0.8	0.2	-8	0.9	0.9	4	3
NC(=O)C1CCCN(C(=O)c2ccc(Cl)cc2)C1 (centres undefined)	-2.9	-3	-0.5	4	-1.2	-0.3	10	-1.3	0.5	1	-3
CN(C)c1nc(Cl)nc(N(C#N)CCOc2ccccc2)n1	-0.8	8	0.0	1	-1.2	-1.1	-4	-0.7	-0.4	14	-3
CCNC(=O)c1ccc(N(C)S(=O)(=O)c2cccs2)cc1	-2.2	3	-0.5	1	-0.6	0.3	6	3.5	1.0	0	-2
CN1C(=O)CC(c2ccco2)Sc2ccccc21 (centres undefined)	-1.3	1	2.7	4	0.4	0.2	-5	-1.4	0.3	4	-2
CC(Cc1ccccc1)NC(=O)CC(c1ccccc1)c1ccccc1O (centres undefined)	-1.7	6	0.1	1	-1.5	-0.1	-10	-1.2	1.0	-6	0
NNC(=O)c1cc2cc(Oc3ccccc3)ccc2[nH]1	-2.1	-93	-0.4	-3	-1.2	-0.2	7	0.1	2.0	1	-5
C=CCc1ccc(OCC(O)CO)c(OC)c1 (centres undefined)	4.0	-2	1.6	7	0.0	0.8	-1	3.4	2.0	4	5
Cc1nn(C)c(C)c1NS(=O)(=O)c1ccccc1	0.7	6	-0.4	6	-0.7	-0.8	-4	0.6	-1.8	-5	1
COC(=O)c1ccc(N(CC(=O)NCC2CCCO2)C(=O)CCC(=O)Nc2cc(C)on2)cc1 (centres undefined)	-0.1	16	0.2	-9	-0.8	0.2	2	-0.8	0.9	-2	1
O=C(O)CCCN1C(=O)C2C3CC(C2C1=O)C1C(c2ccccc2)c2sc(=O)n(-c4ccccc4)c2SC31 (centres undefined)	-2.4	-6	-0.2	-1	-0.8	0.1	-10	0.7	0.2	0	-1
COC(=O)CC1(C(=O)OC)Oc2ccc(Br)cc2C(=O)N1c1cc(Cl)c(Cl)cc1Cl (centres undefined)	1.1	8	4.7	-9	-0.2	-0.8	-2	-1.5	-1.1	-5	-3
CCCCN(CC)CCCNC(=O)c1ccc(CSc2nc3ccncc3[nH]2)cc1	1.6	-1	-0.1	-4	-1.2	-0.2	-14	0.9	1.7	1	1
COc1ccc(Cc2nnc(NC(=O)C3CCN(C(=O)c4ccco4)CC3)s2)cc1	-1.3	3	-0.9	6	-0.9	-0.2	-15	-0.3	-0.2	-3	-2
Cc1ccc(N(CCCCN2C(=O)c3ccccc3C2=O)C(=O)c2cccc([N+](=O)[O-])c2)cc1	-0.7	12	-2.0	1	-2.0	-1.7	-18	2.5	-1.3	-2	-1
c1ccc(NCC2OCc3ccccc3CO2)cc1	6.7	1	0.9	4	-1.1	0.9	1	3.2	2.7	1	2

Screening data deposited in PubChem by several laboratories.
